Compound activity deposited in PubChem by several laboratories.
WT yeast gro inh: growth inhibition of WT yeast, mitochondrial fusion screen; 190,000 compounds, 2.1% hits; inhibition, % at 10 µM; mitochondrial fusion phenotypic screen, WT strain; AID 1362; in the data active means inhibition above about 58%; tested in S. cerevisiae
MT stabilizer: microtubule stabilizers in HeLa cells; HeLa tubulin immunostaining HCS, 24 h; share of cells brighter than vehicle mean+2SD; % tubulin-high responders, % at 10 µM; 200,000 compounds, 0.83% hits;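 active means plate Z-score above 3 for both tubulin-high and condensed-nucleus cell shares, with cell loss under 80%, at 10 µM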;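 further: anti alpha tubulin signal scored within the nucleus-defined area of each cell; some results filed as inactive read as strong as hits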
Autophagy HCS: alters autophagy in cells | MEF GFP-LC3 puncta imaging; test concentration mostly 10 µM | calls only at 10 µM (by protocol) | 190,000 compounds, 0.98% hits | AID 463193;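 active means percentage of spot-positive cells more than 3 SD above its plate mean, without a fluorescence outlier flag or 80% toxicity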;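 further: spot-positive cell cutoff set from DMSO-treated cells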
West Nile virus CPE: inhibition of WNV-induced cytopathic effect – cell-based, CPE readout (AID 1621); West Nile virus-infected cells, CPE inhibition; higher % means a stronger effect; one-dose CPE inhibition, % at 10 µM; IC50 in µM for titrated hits; 290,000 compounds, 0.02% hits; in the data active means a potency from the dose series; further: strong numbers were not always called active
T cell HTS: T cell immune modulators affecting CD8 T cell-vesicle binding; 2C CD8+ T cell-vesicle binding, flow cytometry; stronger effect = lower value; calls only at 7 µM; 330,000 compounds, 0.068% hits; AID 2052;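 active means response, share of CD8 T cells binding vesicles, and their 90th percentile fluorescence all below set limits, cut at about 80% in these data, passing the limit was not always enough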
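incubation = binding step 1.5 h, 37 °C, antibody labelling 20 min, ice | test system = 2C mouse CD8+ T cells | read-out basis = percent CD8+ FL2 mean versus row control | controls = Peptide-free naked vesicles (low) and QL9 vesicles with 0.7% DMSO vehicle (high) | detection = flow cytometry of vesicle-bound cells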
b-catenin transl: beta-catenin nuclear translocation modulation; HeLa beta-catenin nuclear translocation, immunofluorescence imaging; nuclear translocation activity, % at 5 µM; 190,000 compounds, 0.3% hits;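 active means nuclear translocation activity above 50% at 5 µM, with a well cell count of 50 or more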;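 further: per-cell ratio of nuclear to cytoplasmic median beta-catenin stain intensity; plate controls were DMSO negative control for no effect and GSK-3 inhibitor IX positive control for full effect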
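Technique: fluorescence imaging of beta-catenin antibody stain plus DAPI / Material: human HeLa cell line / Incubation: compound treatment 24 h, 37°C, 5% CO2 / Read-out basis: % activation of per-cell nuclear versus cytoplasmic median beta-catenin signal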
Myeloid diff MLP: promotes myeloid progenitor differentiation; calls only at 10 µM; ER-HoxA9 myeloid progenitors, lysozyme-GFP differentiation, flow cytometry; 360,000 compounds, 1% hits;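 active means normalized GFP-positive differentiation at or above the plate's own cutoff, the solvent-only control mean plus 3 SD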;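 further: cells exposed to compound for four days before flow analysis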
Hep lipid drop: hepatic lipid droplet formation modulation; 240,000 compounds, 0.4% hits; AML12 mouse hepatocytes, oleate lipid droplets, BODIPY imaging; inhibition, % at 6.5 µM; AID 1656;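 active means lipid droplet intensity inhibited by at least 50%, with more than 500 cells counted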
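Test system: AML12 hepatocytes (mouse); reagent: oleate loading, 100 µM; dosing: one dose, 6.5 µM compound; incubation: overnight exposure; signal: fluorescence imaging, 20x objective, two fields per well; read-out basis: % inhibition of corrected integrated BODIPY droplet signal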
Insulin prom up: MIN6 insulin promoter up-regulation | MIN6 insulin promoter-GFP reporter, high-content imaging; stronger effect = higher value | z-score at 5 µM | 190,000 compounds, 0.3% hits | AID 1625;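 active means z-score above 3 at 5 µM with at least 500 cells counted in the well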
WT yeast gro inh mutant strain: also measured in WT yeast gro inh; calls as there; inhibition, %; mitochondrial fusion phenotypic screen, mutant strain inhibition
Insulin prom up cell count: also measured in Insulin prom up; calls as there; cell count; measured here: cytotoxicity, nuclei count;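 total cells summed across four imaged fields per well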
Hep lipid drop cells 6.5 µM: recorded beside Hep lipid drop, whose call it bears; cell count; measured here: cell count, cytotoxicity flag;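 cells counted across two imaged fields per well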
b-catenin transl cell count 5 µM: recorded beside b-catenin transl, whose call it bears; cell count; measured here: cell count, cytotoxicity flag
T cell HTS vesicle-bound %: also measured in T cell HTS; calls as there; double positive events, %; measured here: CD8+ vesicle-bound cell fraction;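 binding gate set so that unloaded-vesicle control wells show 10% double positive cells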
MT stabilizer Hoechst-high %: further read-out of MT stabilizer, marked with its call; % Hoechst-high responders; measured here: nuclear condensation Hoechst responders;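 share of cells brighter than vehicle mean plus two SD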
MT stabilizer cytotoxicity %: second read-out of MT stabilizer, no call of its own (marks repeat the call); toxicity, %; measured here: cytotoxicity by cell density;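 0% = mean cell density of plate MIN control wells and 100% = no cells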
Autophagy HCS cell loss 18 h: second read-out of Autophagy HCS, no call of its own (marks repeat the call); toxicity, %; measured here: cell loss, nuclei count;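 cell loss after 18 h compound exposure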
Myeloid diff MLP GFP+ MAC1+ %: second read-out of Myeloid diff MLP, no call of its own (marks repeat the call); GFP+ MAC1+ double positive, %; measured here: differentiation confirmed by MAC1 staining
* marks the source's active call; other numbers are inactive results; i = inactive; nt = not tested or not shown; + = active, no number.

SMILES | WT yeast gro inh | WT yeast gro inh mutant strain | MT stabilizer | MT stabilizer Hoechst-high % | MT stabilizer cytotoxicity % | Autophagy HCS | Autophagy HCS cell loss 18 h | West Nile virus CPE | T cell HTS | T cell HTS vesicle-bound % | b-catenin transl | b-catenin transl cell count 5 µM | Myeloid diff MLP | Myeloid diff MLP GFP+ MAC1+ % | Hep lipid drop | Hep lipid drop cells 6.5 µM | Insulin prom up | Insulin prom up cell count
CC12CN3CC(C)(CN(C1)C3c1ccc([N+](=O)[O-])o1)C2=O (stereo unspecified) | -5 | -1 | 1.6 | 1.5 | 9.2 | i | -3 | 0.0% | i | 59 | 0.5 | 1061 | i | 0.5 | 6 | 713 | -0.02 | 1366
Cc1nn(-c2ccccc2)c2sc(C(=O)c3c(N)n(C)c(=O)n(C)c3=O)cc12 | 13 | -11 | 6.4 | 2.2 | 5.5 | i | -7 | 0.1% | i | 5 | -0.4 | 964 | i | 1.0 | nt | nt | 0.64 | 1153
CC(CN1CCCC(C(N)=O)C1)c1ccccc1 (stereo unspecified) | -2 | 5 | 2.1 | 0.8 | 22 | i | 1 | 2.6% | i | 18 | -1.4 | 1054 | i | 7.3 | 4 | 795 | 0.39 | 1254
COc1cccc(C2CC(=O)C3=C(C2)Nc2ccccc2N(C(=O)CCC(=O)O)C3c2ccc(F)cc2)c1 (stereo unspecified) | nt | nt | nt | nt | nt | nt | nt | 0.1% | i | 28 | 0.1 | 1273 | i | 0.1 | 20 | 660 | -0.18 | 1062
COCc1cc(C)nc(SCC(=O)Oc2ccccc2)c1C#N | 18 | 21 | 2.3 | 1.8 | 5.7 | i | 4 | -0.2% | i | 11 | -2.8 | 1280 | i | 0.1 | 0 | 708 | 0.1 | 1397
Cc1ccc(S(=O)(=O)Cc2sc3ccccc3[n+]2C)cc1 | 2 | -8 | 1.3 | 1.0 | 8.7 | i | -2 | 0.0% | i | 40 | nt | nt | i | 5.4 | 12 | 799 | 0.49 | 940
O=c1[nH]c(=O)c2cc([N+](=O)[O-])cc([N+](=O)[O-])c2[nH]1 | -14 | -15 | 4.1 | 2.3 | 7.6 | i | 7 | 1.4% | i | 46 | 0.6 | 1165 | i | 0.4 | -15 | 728 | 0.51 | 1093
CC(C)C(=O)NC(=S)Nc1ccccc1N1CCN(C(=O)c2ccc(Cl)cc2)CC1 | 2 | 8 | 4.2 | 3.5 | 7.8 | i | -18 | -0.4% | i | 40 | 0.9 | 1071 | i | 0.0 | -13 | 661 | 0.16 | 1525
Cc1c(C)c2ccc(OCC(=O)NCCN3CCOCC3)c(C)c2oc1=O | nt | nt | nt | nt | nt | nt | nt | -0.2% | i | 34 | nt | nt | i | 0.0 | 11 | 764 | nt | nt
O=C1C2CC=C(Cl)CC2C(=O)N1CCc1c[nH]c2ccccc12 (stereo unspecified) | 4 | -32 | 2.7 | 2.1 | 12 | i | 8 | -0.1% | i | 26 | -1.6 | 1100 | i | 0.7 | -11 | 582 | -0.01 | 1889
COc1ccc(-c2cnc3c(-c4ccc(F)cc4)cnn3c2N)cc1 | nt | nt | nt | nt | nt | nt | nt | -0.5% | i | 44 | nt | nt | i | 1.6 | 13 | 815 | nt | nt
O=C(c1cn2ccccc2n1)N1CCc2c([nH]c3ccccc23)C1c1ccccn1 (stereo unspecified) | 15 | 16 | 1.9 | 0.9 | 3.9 | i | -25 | -0.2% | i | 60 | -0.6 | 1098 | i | 1.2 | -2 | 672 | 0 | 1348
COc1ccc(OCC(=O)Nc2ccc(N3CCN(C(=O)c4ccccc4C)CC3)cc2)cc1 | 9 | -13 | 3.4 | 2.9 | 6.6 | i | 8 | -0.5% | i | 18 | 4.9 | 913 | + | nt | 8 | 653 | 0.22 | 1584
COc1cc(CNc2ccc(CNc3ncn[nH]3)cc2)ccc1OCc1ccccc1 | -15 | -5 | 3.7 | 2.1 | 12 | i | 26 | -0.5% | i | 28 | -0.4 | 1045 | i | 0.3 | 12 | 598 | -0.02 | 1440
O=C(O)c1ccc(N=NN2CCCC2)cc1 | -7 | -3 | 2.4 | 1.0 | 4.9 | i | 30 | 1.4% | i | 39 | 0.9 | 1097 | i | 0.0 | 2 | 639 | -0.06 | 1156

Overlap with the part before: five entries, then new ones.
SMILES | WT yeast gro inh | WT yeast gro inh mutant strain | MT stabilizer | MT stabilizer Hoechst-high % | MT stabilizer cytotoxicity % | Autophagy HCS | Autophagy HCS cell loss 18 h | West Nile virus CPE | T cell HTS | T cell HTS vesicle-bound % | b-catenin transl | b-catenin transl cell count 5 µM | Myeloid diff MLP | Myeloid diff MLP GFP+ MAC1+ % | Hep lipid drop | Hep lipid drop cells 6.5 µM | Insulin prom up | Insulin prom up cell count
COc1ccc(-c2cnc3c(-c4ccc(F)cc4)cnn3c2N)cc1 | nt | nt | nt | nt | nt | nt | nt | -0.5% | i | 44 | nt | nt | i | 1.6 | 13 | 815 | nt | nt
O=C(c1cn2ccccc2n1)N1CCc2c([nH]c3ccccc23)C1c1ccccn1 (stereo unspecified) | 15 | 16 | 1.9 | 0.9 | 3.9 | i | -25 | -0.2% | i | 60 | -0.6 | 1098 | i | 1.2 | -2 | 672 | 0 | 1348
COc1ccc(OCC(=O)Nc2ccc(N3CCN(C(=O)c4ccccc4C)CC3)cc2)cc1 | 9 | -13 | 3.4 | 2.9 | 6.6 | i | 8 | -0.5% | i | 18 | 4.9 | 913 | + | nt | 8 | 653 | 0.22 | 1584
COc1cc(CNc2ccc(CNc3ncn[nH]3)cc2)ccc1OCc1ccccc1 | -15 | -5 | 3.7 | 2.1 | 12 | i | 26 | -0.5% | i | 28 | -0.4 | 1045 | i | 0.3 | 12 | 598 | -0.02 | 1440
O=C(O)c1ccc(N=NN2CCCC2)cc1 | -7 | -3 | 2.4 | 1.0 | 4.9 | i | 30 | 1.4% | i | 39 | 0.9 | 1097 | i | 0.0 | 2 | 639 | -0.06 | 1156
O=C(NC(c1ccccc1)c1ccccc1)C1CCCC1 | -19 | -8 | 5.0 | 3.3 | 6.7 | i | 2 | -0.6% | i | 51 | -0.9 | 955 | i | 0.6 | -9 | 636 | nt | nt
CC1(C)c2ccccc2N2CC(=O)N[C@@]21/C=C/C=C/c1ccccc1 | nt | nt | nt | nt | nt | nt | nt | 0.3% | i | 32 | 0.4 | 1271 | i | 2.1 | -27 | 720 | -0.06 | 1040
O=C(OCc1ccc(Cl)cc1)c1ccccc1C(=O)c1ccccc1 | 39 | 3 | 2.2 | 2.1 | 6.1 | i | 5 | -0.7% | i | 29 | -3.2 | 1357 | i | 0.7 | nt | nt | 1.1 | 1405
COc1ccc(OC)c(NC(=O)CN2C(=O)CSc3ccc(S(=O)(=O)N4CCCC4)cc32)c1 | nt | nt | nt | nt | nt | nt | nt | -0.4% | i | 1 | nt | nt | i | 1.1 | -10 | 679 | nt | nt
O=C1CSC(=S)N1N=C1CCCCCC1 | 2 | 12 | 3.0 | 2.6 | 6.9 | i | 15 | -0.3% | i | 28 | -0.4 | 1105 | i | 0.3 | 2 | 711 | 2.2 | 1358
COc1cccc(NC(=S)NNC(=O)Cn2nc([N+](=O)[O-])cc2C)c1 | -31 | 4 | 2.0 | 3.1 | 5.6 | i | 33 | 0.3% | i | 29 | -0.3 | 1513 | i | 0.7 | 1 | 734 | -0.03 | 1431
O=C(c1ccco1)N1CCN(C(=O)C2CC2)CC1 | -8 | 10 | 3.6 | 2.9 | 2.1 | i | -3 | 0.3% | i | 64 | nt | nt | i | 0.8 | -5 | 721 | 0.36 | 1187
Cc1ccc(C2=N/C(=C\c3cccnc3)C(=O)O2)cc1 | 12 | 0 | 2.0 | 3.0 | 0.2 | i | -2 | -0.6% | i | 23 | 0.5 | 1002 | i | 0.5 | -2 | 648 | -0.06 | 1348
CC(C)CCNC(=O)CCn1nc(-c2ccc(Cl)cc2)ccc1=O | nt | nt | nt | nt | nt | nt | nt | -0.7% | i | 25 | nt | nt | i | 0.8 | -18 | 399 | nt | nt
COc1cc2ncnc(NCc3cc(F)ccc3F)c2cc1OC | nt | nt | nt | nt | nt | nt | nt | 0.3% | i | 12 | nt | nt | i | 0.9 | -3 | 508 | nt | nt
CCOC(=O)C1CCN(S(=O)(=O)c2ccc3c(ccn3C)c2)CC1 | nt | nt | nt | nt | nt | nt | nt | 0.6% | i | 27 | nt | nt | i | 5.9 | 4 | 730 | nt | nt
CCc1ccc(C(=O)Cn2cnc3cc([N+](=O)[O-])ccc3c2=O)cc1 | nt | nt | nt | nt | nt | nt | nt | -0.2% | i | 30 | -0.6 | 1315 | i | 0.2 | 0 | 636 | 0.42 | 1083
CNC(=O)NC(=O)COC(=O)c1ccc(-n2c(C)ccc2C)cc1 | -5 | -5 | 5.4 | 2.7 | 5.0 | i | 2 | -0.5% | i | 14 | 0.4 | 1072 | i | 0.3 | -15 | 684 | -0.09 | 1375
COc1ccc(/C(N)=N/OC(=O)c2ccc3c(c2)OCO3)cc1 | -6 | -3 | 2.6 | 3.7 | 6.4 | i | 6 | 0.1% | i | 39 | 0.1 | 993 | i | 0.8 | 7 | 586 | nt | nt
COc1ccc(CN(C#N)c2nc(SC)nc(N(C)C)n2)cc1 | 29 | 23 | 3.2 | 2.4 | 7.2 | i | 2 | -0.5% | i | 43 | -7.3 | 1047 | i | 1.0 | nt | nt | -0.84 | 1090
S=C(c1ccc2c(c1)OCO2)N1CCCCCC1 | -6 | 7 | 2.6 | 2.4 | 8.6 | i | 9 | 0.0% | i | 51 | nt | nt | i | 0.5 | -3 | 729 | 0.36 | 818
